RGS12 GoLoco inh: blocks human Gai1 binding to RGS12 GoLoco peptide, red readout | P63096 | Gai1:RGS12 GoLoco peptide FP, rhodamine, 10 min | Potency, µM (titrated, usually from 61.6 µM), for the others: at the highest dose activity, negative = inhibition, actives largely listed as inhibitors | 230,000 tested, 0.44% active; active = well fitted inhibition curve with a large enough effect, not every such curve was filed as active; inactive = no such curve, though single readings can be large or run the other way; also: nearly all actives have a fitted effect of over 30% in size; many of its hits are not listed in these tables
RECQ1 inh: inhibitors of human RECQ1 DNA helicase; P46063; RECQ1 DNA unwinding, red fluorescence kinetic read; Potency, µM (top dose mostly 57.3 µM), without a hit: at the highest dose activity, negative = inhibition, most hits filed as inhibitors; 240,000 tested, 0.54% active;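 also: plate controls were vehicle for no effect and no enzyme for full effect; nearly all actives have a fitted effect of over 30% in size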
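RECQ1T1 50 nM; forked duplex (20 bp + 30-nt ss tails) 200 nM, ATP 2 mM final; pH 8.0, 2 mM MgCl2, 2.5 ug/ml poly(dI-dC); 15 min compound preincubation; discontinuous kinetic read over 2 h at RT.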
L3MBTL1 inh: L3MBTL1 (human) inhibition; Q9Y468; AlphaScreen L3MBTL1–H3K9me1 peptide binding; Potency, µM (highest dose often 57.1 µM), for the others: at the top dose activity, negative = inhibition, usual class: inhibitors; 230,000 tested, 0.66% active; AID 485360; also: nearly all actives have a fitted effect of over 60% in size
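Read-out is AlphaScreen signal from streptavidin donor and nickel chelate acceptor beads (10 ug/mL final each) bridging L3MBTL1 (50 nM) and biotinylated K9-monomethylated H3(1-15) peptide (75 nM), after 30 min compound exposure at room temperature.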
TexasRed fluor: alters Texas Red total fluorescence, flagging assay interference; TRb/SRC2 Texas Red total fluorescence interference; 280,000 tested, 0.29% active; Potency, µM (top dose mostly 106 µM), inactives show top-dose fluorescence change, negative = quenching; active = well fitted curve in either direction with a large enough effect; inconclusive = small, poorly fitted or top-dose-only effect
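Human TRb ligand-binding domain at 0.6 uM with 20 nM Texas Red SRC2 peptide in Tris buffer containing 1 uM T3 and 5% DMSO, incubated with compound 5 h at ambient temperature. Total fluorescence (555/632 nm) calculated as parallel + 2 × perpendicular.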
TRb SRC2 PPI: disrupts binding of human TR beta to SRC2 | TRbeta-SRC2 peptide binding, fluorescence polarization; receptor liganded with 1 µM T3 | Potency, µM (titrated, usually from 106 µM), for inactives: top-dose activity change, negative = inhibition, most hits filed as inhibitors | AID 1469 | 280,000 tested, 0.065% active;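 also: plate controls were bound peptide for no effect and peptide without receptor for full effect; nearly all actives have a fitted effect of over 50% in size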
Target sequence (P10828 whole entry, looked up): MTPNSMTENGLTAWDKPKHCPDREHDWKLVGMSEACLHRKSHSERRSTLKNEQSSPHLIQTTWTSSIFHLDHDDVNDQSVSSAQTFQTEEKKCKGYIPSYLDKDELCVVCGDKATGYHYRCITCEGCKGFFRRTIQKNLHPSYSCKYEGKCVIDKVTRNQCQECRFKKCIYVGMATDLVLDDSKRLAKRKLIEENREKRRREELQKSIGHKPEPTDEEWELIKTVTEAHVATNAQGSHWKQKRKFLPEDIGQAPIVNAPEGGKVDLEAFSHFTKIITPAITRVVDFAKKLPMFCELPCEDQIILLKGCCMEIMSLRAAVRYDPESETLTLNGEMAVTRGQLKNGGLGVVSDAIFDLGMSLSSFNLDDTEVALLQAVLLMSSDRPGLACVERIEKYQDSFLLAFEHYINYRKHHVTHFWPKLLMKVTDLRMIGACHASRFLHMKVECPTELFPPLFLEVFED
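Polarization signal, normalized between peptide-alone and full complex controls, measured compound effects on T3-liganded human TRb LBD (0.6 uM) binding 20 nM Texas Red SRC2 peptide after 5 hr.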
Tau FP inhib: inhibitors of human tau fibril formation. K18 P301L tau heparin fibrillization, Alexa594 FP, 6 h. Potency, µM (top dose mostly 57.7 µM), inactives show at the top dose activity, negative = inhibition, hits mostly inhibitors. 280,000 tested, 0.39% active; also: nearly all actives have a fitted effect of over 55% in size
Target sequence (P10636 561-689 P618L limits assumed): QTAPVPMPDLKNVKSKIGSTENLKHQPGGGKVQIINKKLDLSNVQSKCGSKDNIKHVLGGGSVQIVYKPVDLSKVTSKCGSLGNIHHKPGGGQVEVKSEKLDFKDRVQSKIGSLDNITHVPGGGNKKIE
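K18 P301L tau (15 uM unlabeled/0.24 uM Alexa 594-labeled, final) + compound + heparin 20 uM final; 100 mM NaOAc pH 7; 6 hr 37 C; ThT 30 uM final added, 1 hr RT; FP ex 555/em 632 nm.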
KDM4E inh: blocks human JMJD2E demethylase activity. JMJD2E catalytic domain, FDH-coupled NADH fluorescence (FDH is formaldehyde dehydrogenase). 230,000 tested, 1.6% active. Potency, µM (highest dose often 57.1 µM), for inactives: top-dose activity change, negative = inhibition, most hits filed as inhibitors. B2RXH2; active = well fitted inhibition curve with a large enough effect, not every such curve was filed as active; inconclusive = small, poorly fitted or top-dose-only effect, or another doubt; inactive = no such curve, though single readings can be large or run the other way;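 also: 0% = wells with enzyme and -100% = buffer wells without enzyme; nearly all actives have a fitted effect of over 50% in size; many of its hits are not listed in these tables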
Target sequence (B2RXH2 1-337 limits assumed): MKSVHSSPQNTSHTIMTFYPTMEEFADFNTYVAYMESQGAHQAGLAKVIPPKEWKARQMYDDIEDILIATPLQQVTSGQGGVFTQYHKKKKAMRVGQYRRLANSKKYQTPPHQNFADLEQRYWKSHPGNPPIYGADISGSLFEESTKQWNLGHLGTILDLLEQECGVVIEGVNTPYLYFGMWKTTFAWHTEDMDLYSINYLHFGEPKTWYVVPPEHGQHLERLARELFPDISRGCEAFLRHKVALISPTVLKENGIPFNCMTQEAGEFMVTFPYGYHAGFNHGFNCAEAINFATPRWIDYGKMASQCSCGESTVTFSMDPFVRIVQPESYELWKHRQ
Tau ThT inhib: inhibitors of human tau fibril formation, thioflavin T binding | Potency, µM (top dose mostly 57.4 µM), without a hit: top-dose activity, negative = inhibition, actives largely listed as inhibitors | P10636 | 270,000 tested, 2.1% active | AID 1460 | recombinant tau K18 P301L (four-repeat tau fragment), heparin-induced fibrillization, ThT fluorescence; also: nearly all actives have a fitted effect of over 55% in size
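Aggregation was driven by heparin (20 uM final) acting on recombinant tau […] bearing P301L in 100 mM sodium acetate pH 7; fibrils were detected with Thioflavin T.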
Active calls of the source: *; i = inactive; ? = inconclusive; . = no result given; [ ] = dose if it differs, or a comment. Unless noted, calls follow the shape of the dose curve; as a rule, active = well fitted curve in the direction sought with a large enough effect; inconclusive = small, poorly fitted or top-dose-only effect, or another doubt; inactive = no such curve, though single readings can be large; an effect the other way counts as inactive or inconclusive. Unless noted, % is scaled to controls: 0 for no effect and ±100 for the full control effect; potency is read from the fitted curve at half-maximal effect. Some of the compounds tested; count on the stated rates, not on these rows.

The line under a structure holds: RGS12 GoLoco inh | RECQ1 inh | L3MBTL1 inh | TexasRed fluor | TRb SRC2 PPI | Tau FP inhib | KDM4E inh | Tau ThT inhib
1	CCSc1nnc(NC(=O)CN(C)S(=O)(=O)c2ccc(F)cc2)s1
    7% | i | -2% | -3% | -8% | 1% | 3% | -5%
2	Cc1ccc(S(=O)(=O)Oc2ccc(/C=N/NC(=O)c3nn(C)cc3[N+](=O)[O-])cc2)cc1
    3% | -12% | -3% | -4% | -2% | -3% | 5% | ?
3	COc1ccccc1N/N=C/c1c(CO)cnc(C)c1O
    -6% | -1% | -1% | -4% | -6% | 11% | ? | ?
4	O=C(CN1CCN(Cc2ccccc2Cl)C1=O)NCc1ccccc1Cl
    . | . | . | 1% | 5% | 6% | . | -9%
5	CCOC(=O)C(NC(=O)c1cccnc1)(Nc1cccc(C)n1)C(F)(F)F (centres undefined)
    0% | -1% | . | -2% | -2% | -9% | -3% | ?
6	Cc1cc(C)c2c(=O)c3c(oc2c1)C(=O)N(CCCOC(C)C)C3c1ccccc1F (centres undefined)
    . | . | . | 2% | -3% | 2% | . | -7%
7	CC(Cc1ccccc1)NC(=O)/C=C/c1ccc([N+](=O)[O-])cc1 (centres undefined)
    -1% | i | -7% | -5% | -7% | 12% | -4% | ?
8	COc1cccc(OCc2nc(-c3ccc(Br)o3)no2)c1
    -6% | ? | 42%[activator] | -2% | -4% | -2% | -6% | ?
9	Cn1c(Cl)c(C(=O)Nc2ccccc2)c2ccccc21
    1% | -6% | -3% | 0% | -6% | 0% | 7% | -24%
10	O=C(O)/C=C\C(=O)NNC(=O)c1cc(-c2ccccc2)n[nH]1
    -8% | -1% | -17% | -3% | 3% | -6% | ? | ?
11	Cc1cc2ccccc2c(=O)n1CC(=O)Nc1ccc2c(c1)OCO2
    -3% | i | 12% | 2% | 2% | -1% | ? | -2%
12	CC(C)OCCCNC(=O)C(=O)NCCCOC(C)C
    -28% | i | 7% | 3% | -8% | 4% | 5% | 9%
13	COC(=O)[C@H](Cc1ccccc1)NC(=O)N1CC(C)OC(C)C1 (some centres undefined)
    -5% | -7% | 3% | 2% | -7% | -7% | 4% | -2%
14	O=C(NCCN1C(=O)CSC1=O)c1ccccc1
    16% | 3% | . | 1% | -13% | -11% | 3% | -2%
15	O=C(NC1=NCCS1)c1ccccc1OCc1ccc(F)cc1
    7% | -13% | -24% | -2% | 0% | 12% | 6% | 7%

A different layout for some results above:
nr	SMILES	RGS12 GoLoco inh	RECQ1 inh	L3MBTL1 inh	TexasRed fluor	TRb SRC2 PPI	Tau FP inhib	KDM4E inh	Tau ThT inhib
10	O=C(O)/C=C\C(=O)NNC(=O)c1cc(-c2ccccc2)n[nH]1	-8%	-1%	-17%	-3%	3%	-6%	?	?
9	Cn1c(Cl)c(C(=O)Nc2ccccc2)c2ccccc21	1%	-6%	-3%	0%	-6%	0%	7%	-24%
4	O=C(CN1CCN(Cc2ccccc2Cl)C1=O)NCc1ccccc1Cl	.	.	.	1%	5%	6%	.	-9%

Continuation:
The line under a structure holds: RGS12 GoLoco inh | RECQ1 inh | L3MBTL1 inh | TexasRed fluor | TRb SRC2 PPI | Tau FP inhib | KDM4E inh | Tau ThT inhib
16	CC[C@@H]1OC(=O)[C@H](C)[C@H](O[C@@H]2C[C@](C)(OC)[C@H](O)[C@H](C)O2)[C@H](C)[C@H](O[C@@H]2O[C@@H](C)C[C@@H](N(C)C)[C@@H]2O)[C@](C)(O)C[C@H](C)C(=O)[C@H](C)[C@H](O)[C@]1(C)O
    12%[21.6 µM] | -4%[25.9 µM] | . | 2%[53 µM] | -1%[53 µM] | . | 0%[25.5 µM] | .
17	CCCCCC/C=C/c1ccc(OC)c([C@H]2[C@H]3C=CC[C@@H](C)[C@@H]3C(=O)N2Cc2ccccc2)c1
    7% | -4% | . | 1% | -2% | -2% | -1% | -1%
18	Cc1cc(NC(=O)CSc2nc3sc4c(c3c(=O)n2C)CCCC4)no1
    0% | i | 0% | 1% | -14% | -5% | -6% | -3%
19	CC(=Nc1ccccc1)Nc1ccccc1
    0% | -1% | . | -1% | -7% | 2% | 3% | -4%
20	O=C(NNC(=O)C1CC1c1ccccc1)c1ccccc1[N+](=O)[O-] (centres undefined)
    1% | 0% | 8% | 1% | -19% | -6% | -10% | -16%
21	Cc1ccsc1/C=C(\C#N)C(=O)NC1CCS(=O)(=O)C1 (centres undefined)
    8% | -3% | 0% | -1% | 9% | 0% | -3% | -3%
22	COc1ccccc1Nc1nc(N)nc(CSC(=S)N2CCN(c3ccccc3)CC2)n1
    -1% | -10% | -29% | 2% | 7% | -8% | -12% | -13%
23	O=C(NCC1(c2ccccc2)CCCC1)C(=O)NCC1(c2ccccc2)CCCC1
    8% | -10% | -2% | -9% | 0% | -1% | 2% | -3%
24	Cc1ccc(NC(=S)NNc2ccc([N+](=O)[O-])cc2S(=O)(=O)Nc2ccccc2C(=O)O)cc1C
    160%[activator] | 1% | -22% | 1% | 0% | ? | ? | 7.9µM*
25	Cc1ccccc1OCC(=O)N1CCCc2ccccc21
    0% | 1% | 11% | -2%[53 µM] | -5%[53 µM] | -2% | 2% | -1%
26	CC(OCCN1CCCC1)(c1ccc(F)cc1)c1ccc(F)cc1
    5% | -4% | -4% | -2% | -2% | 7% | -2% | -6%
27	COc1ccccc1C(=O)N1CCN(c2cccc(C(F)(F)F)c2)CC1
    4% | i | -4% | 0% | -2% | 9% | 0% | -17%
28	Cc1cc(C)n(/N=C/c2ccc(O)cc2)c(=O)c1C#N
    13% | i | 0% | -5% | -2% | 6% | -8% | 2%
29	O=C(Nc1ccc(N2CCN(C(=O)c3cccs3)CC2)cc1)c1cccnc1Cl
    12% | 17% | -6% | -1%[53 µM] | 3%[53 µM] | 0% | 0% | -17%
30	CCC(=O)Nc1cccc(-c2csc(-c3ccccc3)n2)c1
    8% | -6% | 6% | -1% | 1% | ? | -3% | ?
31	Cc1cc(N2CCCC2)nc2ccc(NC(=S)NC(C)C)cc12
    2% | 6% | . | 0% | 1% | 15% | ? | -22%
32	Cc1noc(COc2ccccc2OCc2onc(C)c2Cl)c1Cl
    4% | -6% | 49%[activator] | -5% | -5% | 1% | 0% | -5%
33	O=C(NCC(c1cccs1)N1CCOCC1)c1ccc(Cl)s1 (centres undefined)
    3% | -9% | -3% | -3% | 5% | 2% | 4% | 1%
34	CCN(CC)CCOC(=O)CCc1cccc2ccccc12
    -1% | -4% | -8% | -2% | -5% | -6% | ? | -9%
35	Cc1cccc(N(CC(=O)Nc2c(C)n(C)n(-c3ccccc3)c2=O)S(C)(=O)=O)c1C
    -4% | -15% | . | -2% | -1% | -6% | -5% | -10%
36	Cn1c(=O)cc(SCC(=O)N2CCN(c3ccc(F)cc3)CC2)c2ccc(Cl)cc21
    . | . | . | -1% | -11% | -3% | . | -5%
37	Cc1ccc(CC(=O)N/N=C/c2ccc(OC(=O)c3ccc([N+](=O)[O-])cc3)cc2)cc1
    -6% | -6% | -1% | -1% | -1% | 2% | -10% | -11%
38	O=C(c1ccc2c(c1)N(Cc1ccccc1)CCS2)N1CCCCC1
    -3% | -10% | -7% | 0% | 2% | 6% | ? | ?
39	COc1cccc(NC(=O)CC(c2ccc(OC(C)C)cc2)c2ccccc2OC)c1 (centres undefined)
    1% | -10% | 12% | -4% | -1% | -11% | 1% | 7%
40	CCOC(=O)c1ccc(N2C(=O)c3[nH]nc(-c4ccc(C)cc4)c3C2c2cccs2)cc1 (centres undefined)
    . | . | . | -2% | -5% | ? | . | 3%
41	CCOc1ccc2nc(N/C(N)=N/C(=S)Nc3ccc(OC)cc3)nc(C)c2c1
    4% | i | -11% | 2% | 4% | 5% | ? | ?
42	Cc1ccccc1C(=O)Nc1cccc(NC(=O)c2ccc(C(C)(C)C)cc2)c1
    . | . | . | 0.16µM*[quencher] | -24%[53 µM] | -20% | . | 2%
43	CCNC(=O)NC(=O)C(C)OC(=O)C(C)(C)Oc1ccc(Cl)cc1 (centres undefined)
    5% | i | -21% | -5% | -7% | 3% | 3% | -5%
44	CCOC(=O)c1sc(NC(=O)c2cccs2)cc1C
    -1% | -15% | . | -5% | 2% | -8% | ? | -11%
45	COc1ccc(CCN(Cc2ccccn2)C(=S)Nc2ccccc2F)cc1OC
    5% | 0% | . | -3% | -1% | -7% | 7% | -3%
46	Clc1ccc(-c2noc(-c3cccnc3NCc3ccco3)n2)cc1
    . | . | . | 0% | 2% | ? | . | -3%
47	CCc1ccc(N2C(=O)CSC23C(=O)N(Cc2cccc(OC)c2)c2ccccc23)cc1 (centres undefined)
    . | . | . | 0% | 1% | -5% | . | -3%
48	CC(C)N1CCN(Cc2cnc(N3CCCC3)s2)CC1CCO (centres undefined)
    -3% | i | 5% | -2% | -1% | -1% | 9% | -7%
49	Cc1ccccc1C(=O)c1cccn1CC(=O)NCc1ccc2c(c1)OCO2
    0% | i | . | -2% | 3% | 5% | -1% | -9%
50	COc1ccccc1NC(=O)CSc1nnc2c(n1)[nH]c1ccccc12
    . | . | . | 1% | -2% | ? | . | ?
51	C=CCn1c(SCC(=O)NCc2ccc3c(c2)OCO3)nc2scc(-c3ccc(F)cc3)c2c1=O
    0% | -1% | . | 0% | -14% | 0% | -10% | -1%

2 entries from above in another layout.
No.	Compound	RGS12 GoLoco inh	RECQ1 inh	L3MBTL1 inh	TexasRed fluor	TRb SRC2 PPI	Tau FP inhib	KDM4E inh	Tau ThT inhib
47	CCc1ccc(N2C(=O)CSC23C(=O)N(Cc2cccc(OC)c2)c2ccccc23)cc1 (centres undefined)	.	.	.	0%	1%	-5%	.	-3%
48	CC(C)N1CCN(Cc2cnc(N3CCCC3)s2)CC1CCO (centres undefined)	-3%	i	5%	-2%	-1%	-1%	9%	-7%

Source: PubChem
